From PubChem
L3MBTL1 block – L3MBTL1 (human) inhibition | Q9Y468 | AlphaScreen L3MBTL1–H3K9me1 peptide binding | Potency, µM (highest dose often 57.1 µM), for inactives: top-dose activity, negative = inhibition, most hits filed as inhibitors | 230,000 compounds, 0.66% hits | AID 485360; also: nearly all actives have a fitted effect of over 60% in size
Target sequence (Q9Y468 whole entry, looked up): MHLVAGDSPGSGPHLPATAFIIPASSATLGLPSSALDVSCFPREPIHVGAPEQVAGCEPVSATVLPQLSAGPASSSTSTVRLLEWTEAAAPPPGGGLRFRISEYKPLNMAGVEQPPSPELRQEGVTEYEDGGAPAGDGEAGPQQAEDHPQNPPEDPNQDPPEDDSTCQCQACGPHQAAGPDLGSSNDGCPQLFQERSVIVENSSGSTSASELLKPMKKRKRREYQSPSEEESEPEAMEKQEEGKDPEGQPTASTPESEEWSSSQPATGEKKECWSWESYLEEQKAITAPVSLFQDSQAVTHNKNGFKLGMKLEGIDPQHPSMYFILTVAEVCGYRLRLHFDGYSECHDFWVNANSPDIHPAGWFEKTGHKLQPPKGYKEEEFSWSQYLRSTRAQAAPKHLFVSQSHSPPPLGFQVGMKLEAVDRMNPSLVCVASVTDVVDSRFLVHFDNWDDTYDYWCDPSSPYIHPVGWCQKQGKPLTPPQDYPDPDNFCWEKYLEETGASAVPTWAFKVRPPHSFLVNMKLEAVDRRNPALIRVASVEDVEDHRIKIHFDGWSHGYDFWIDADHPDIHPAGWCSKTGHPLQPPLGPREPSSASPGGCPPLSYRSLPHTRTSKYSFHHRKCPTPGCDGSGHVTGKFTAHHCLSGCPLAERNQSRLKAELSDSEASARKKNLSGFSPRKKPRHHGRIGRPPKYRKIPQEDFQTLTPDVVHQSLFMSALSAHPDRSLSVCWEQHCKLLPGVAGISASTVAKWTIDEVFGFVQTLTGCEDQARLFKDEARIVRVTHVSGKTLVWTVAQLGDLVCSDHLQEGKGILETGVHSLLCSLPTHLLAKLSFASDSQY
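L3MBTL1 50 nM + b-AHA-H3(1-15)K9me1 75 nM, 30 min RT; compound added, 30 min RT; streptavidin donor/Ni-chelate acceptor beads 10 ug/mL each final, 30 min RT dark; AlphaScreen read.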
TRb SRC2 PPI – disrupts binding of human TR beta to SRC2; P10828; 280,000 compounds, 0.065% hits; TRbeta-SRC2 peptide binding, fluorescence polarization; receptor liganded with 1 µM T3; Potency, µM (top dose mostly 106 µM), without a hit: at the top dose activity change, negative = inhibition, most hits filed as inhibitors;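 also: plate controls were bound peptide for no effect and peptide without receptor for full effect; nearly all actives have a fitted effect of over 50% in size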
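Fluorescence polarization of 20 nM Texas Red SRC2 peptide with 0.6 uM human TRb ligand-binding domain, in Tris buffer with 1uM T3 and 5% DMSO. Incubated 5 hr ambient; normalized to unbound and bound controls.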
KDM4E inh – inhibitors of human JMJD2E histone demethylase. JMJD2E catalytic domain, FDH-coupled NADH fluorescence (FDH is formaldehyde dehydrogenase). 230,000 compounds, 1.6% hits. B2RXH2. Potency, µM (titrated, usually from 57.1 µM), inactives show at the top dose activity change, negative = inhibition, actives largely listed as inhibitors. AID 2147; active = well fitted inhibition curve with a large enough effect, not every such curve was filed as active; inconclusive = small, poorly fitted or top-dose-only effect, or another doubt; inactive = no such curve, though single readings can be large or run the other way;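 also: 0% = wells with enzyme and -100% = buffer wells without enzyme; nearly all actives have a fitted effect of over 50% in size; many of its hits are not listed in these tables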
Tau fibril FP – tau fibrillization inhibition (FP); P10636; K18 P301L tau heparin fibrillization, Alexa594 FP, 6 h; Potency, µM (top dose mostly 57.7 µM), without a hit: at the top dose activity, negative = inhibition, hits mostly inhibitors; 280,000 compounds, 0.39% hits; AID 1468; also: nearly all actives have a fitted effect of over 55% in size
Target sequence (P10636 561-689 P618L limits assumed): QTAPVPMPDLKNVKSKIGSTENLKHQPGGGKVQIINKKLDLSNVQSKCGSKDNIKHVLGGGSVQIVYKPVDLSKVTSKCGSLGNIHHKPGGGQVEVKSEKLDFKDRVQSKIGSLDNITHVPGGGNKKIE
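FP of Alexa 594-tau after heparin (20 uM) induction. Substrate: human K18 P301L, 15 uM unlabeled, 0.24 uM labeled. Buffer 100 mM sodium acetate pH 7. 6 hr, 37 C.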
TR SRC2 fluor cs – Texas Red fluorescence interference in TRb-SRC2 counter-screen; TRb/SRC2 Texas Red total fluorescence interference; Potency, µM (highest dose often 106 µM), inactives show top-dose fluorescence change, negative = quenching; 280,000 compounds, 0.29% hits; AID 1479; active = well fitted curve in either direction with a large enough effect; inconclusive = small, poorly fitted or top-dose-only effect
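Human TRb ligand-binding domain at 0.6 uM with 20 nM Texas Red SRC2 peptide in Tris buffer containing 1 uM T3 and 5% DMSO, incubated with compound 5 h at ambient temperature. Total fluorescence (555/632 nm) calculated as parallel + 2 × perpendicular.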
RECQ1 inh – blocks DNA unwinding by human RECQ1; Potency, µM (titrated, usually from 57.3 µM), for inactives: at the top dose activity, negative = inhibition, actives largely listed as inhibitors; 240,000 compounds, 0.54% hits; RECQ1 DNA unwinding, red fluorescence kinetic read;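 also: plate controls were vehicle for no effect and no enzyme for full effect; nearly all actives have a fitted effect of over 30% in size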
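50 nM RECQ1T1 preincubated 15 min with compound in Tris pH 8.0 buffer with MgCl2, DTT, Tween-20 and 2.5 ug/ml poly(dI-dC); started with 200 nM TAMRA/BHQ-2 forked duplex and 2 mM ATP. Unwinding read as fluorescence (525/598 nm), two reads 2 h apart.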
RGS12 GoLoco inh – inhibitors of human Gai1-RGS12 GoLoco interaction (red fluorophore); P63096; Gai1:RGS12 GoLoco peptide FP, rhodamine, 10 min; Potency, µM (series often up to 61.6 µM), inactives show top-dose activity, negative = inhibition, most hits filed as inhibitors; 230,000 compounds, 0.44% hits; AID 880; active = well fitted inhibition curve with a large enough effect, not every such curve was filed as active; inactive = no such curve, though single readings can be large or run the other way; also: nearly all actives have a fitted effect of over 30% in size; many of its hits are not listed in these tables
Tau ThT inhib – blocks human tau fibril formation measured by thioflavin T; 270,000 compounds, 2.1% hits; recombinant tau K18 P301L, heparin-induced fibrillization, ThT fluorescence; Potency, µM (titrated, usually from 57.4 µM), without a hit: top-dose activity, negative = inhibition, hits mostly inhibitors; AID 1460; also: nearly all actives have a fitted effect of over 55% in size
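Fibril formation assay: tau K18 P301L at 15 uM with trace Alexa 594 label, heparin inducer 20 uM, pH 7 sodium acetate buffer, 37 C for 6 hr; endpoint ThT signal.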
Active calls of the source: *; i = inactive; ? = inconclusive; · = not tested or not shown; & = joins results of further samples; [ ] = another dose, or the depositor's remark. Unless noted, calls follow the shape of the dose curve; as a rule, active = well fitted curve in the direction sought with a large enough effect; inconclusive = small, poorly fitted or top-dose-only effect, or another doubt; inactive = no such curve, though single readings can be large; an effect the other way counts as inactive or inconclusive. Unless noted, % is scaled to controls: 0 for no effect and ±100 for the full control effect; potency is read from the fitted curve at half-maximal effect.

SMILES | L3MBTL1 block | TRb SRC2 PPI | KDM4E inh | Tau fibril FP | TR SRC2 fluor cs | RECQ1 inh | RGS12 GoLoco inh | Tau ThT inhib
Cc1noc(C(F)(F)F)c1C(=O)NNC(=O)c1ccccc1 | 1.7% | -4.4% | 1.3% | 7.5% | -2.1% | -4.8% | -1.9% | -2.5%
O=C(CN1CCCC1)NC12CC3CC(CC(C3)C1)C2 | 5.1% | -4.0% | 10.0% | 6.9% | 1.8% | 4.0% | 4.5% | 8.4%
CCOC(=O)CC(NC(=O)CCc1c(C)nc2ncnn2c1C)c1ccc(C)cc1 (stereo unspecified) | · | 1.4%&-4.5% | -0.3% | -1.5%&1.3% | -1.9%&-0.6% | i | 4.3% | 0.1%&-4.3%
Oc1ccccc1/C=C/c1noc(-c2ccccc2O)n1 | 7.5% | 0.9% | -7.1% | -8.4% | -0.2% | i | 0.5% | -4.9%
CC(C)CCn1cnc2c(oc3nc4c(cc32)CCCC4)c1=O | ? | -3.0% | -13.4% | 2.0% | -1.7% | -4.7% | 1.2% | -6.7%
CCC(=O)NCCC(c1ccco1)c1ccccc1OC (stereo unspecified) | -0.8% | -6.7% | 8.2% | 5.5% | -12.9% | 11.3% | 11.8% | 3.0%
CC(=O)OC1C=C[C@]2(C)C(CC(OC(C)=O)[C@@]3(C)C4=CC(=O)OC(c5ccoc5)[C@]4(C)CCC23)C1(C)C (stereo partly specified) | · | -1.3% | -0.2% | -1.7% | -1.2% | i | 1.2% | ?
Cc1cc(C(=O)OCC(=O)Nc2cccc(S(N)(=O)=O)c2)c2ccccc2n1 | 47.3%[activator] | -8.1% | ? | -4.1% | -5.5% | -5.9% | 4.9% | -8.1%
COc1ccc2c(c1OC)C(=O)N(c1ccccc1)C2=O | -2.1% | -0.2% | 3.7% | -0.3% | -3.2% | i | 2.9% | -3.3%
O=c1c(-c2nc3ccccc3s2)cccn1Cc1ccc(Cl)c(Cl)c1 | 15.4% | 0.1% | ? | ? | -4.0% | 2.4% | 5.5% | -13.6%
O=C(Nc1cccc(C(F)(F)F)c1)Nc1nnc(N2CCCCC2)s1 | · | 0.9% | · | 12.1% | 0.7% | · | · | -6.1%
Cn1c(=O)c2c(nc(NCc3ccco3)n2CC(O)COc2ccccc2)n(C)c1=O (stereo unspecified) | -8.9% | -4.0% | 5.8% | 1.6% | -1.5% | -8.0% | -3.6% | -19.3%
Cc1c(Cl)c([N+](=O)[O-])nn1CC(=O)N1CCN(Cc2ccccc2)CC1 | 4.7% | -4.4% | 8.9% | -1.9% | -3.4% | i | 3.2% | -4.6%
Cc1cc(C=C(C#N)C#N)c(C)n1-c1ccccc1 | -0.1% | -9.5% | 0.0% | -8.1% | -4.3% | i | 1.3% | 0.1%
FC(F)(F)c1nnc(-c2ccccc2)nc1Oc1ccc(Cl)cc1Cl | 3.8% | -0.8% | 6.4% | -13.3% | -2.1% | -7.0% | 2.0% | ?
NC(=O)c1c(NC(=O)Cn2nc(C(=O)O)c3ccccc3c2=O)sc2c1CCCC2 | 1.6% | -0.1% | 0.9% | 3.7% | -4.2% | 1.2% | 10.4% | ?
O=S(=O)(NCc1ccc(Cl)cc1Cl)c1ccc(N2CCOCC2)nc1 | 4.7% | -8.1% | -22.1% | -6.7% | -0.1% | -7.1% | 0.7% | -6.3%
COc1ccc(-c2n[nH]c3c2C(c2ccccn2)N(C)C3=O)cc1 (stereo unspecified) | · | -1.8% | · | -2.5% | -1.9% | · | · | -12.1%
CCn1c(COc2ccc(Cl)cc2Cl)nc2ccccc21 | · | -11.5% | · | -6.7% | -16.8% | · | · | -6.0%
CCOC(=O)c1cc(-c2ccc(C)o2)n[nH]1 | · | 3.4% | -1.5% | 4.3% | 0.1% | -3.2% | 10.7% | -4.6%
COc1cc(-c2nn3c(-c4ccco4)nnc3s2)cc(OC)c1OC | -2.6% | 0.9% | -4.6% | -0.1% | -1.2% | -5.4% | 7.0% | -5.0%
COCCn1nnnc1C(c1cc2cc(C)cc(C)c2[nH]c1=O)N1CCN(c2ccccc2F)CC1 (stereo unspecified) | -5.6%[11.4 µM] | 3.3% | ? | -9.8% | 1.0% | 1.3% | -5.4% | ?
Cc1ccc(-n2c(CCC(=O)O)ccc2-c2cccs2)cc1 | · | 3.8% | ? | 1.7% | -0.6% | -18.6% | -10.7% | ?
COc1cccc(OC)c1OCCOc1ccccc1OC(C)C | · | -4.0% | -5.6% | 0.8% | -1.8% | -15.6% | 3.7% | -21.5%
C#Cc1cccc(-n2nnc(C(C)=O)c2C)c1 | 7.3% | 6.2% | 5.5% | 6.2% | -1.2% | -13.5% | 0.8% | 1.6%
CCOCCCNC(=O)CNC(=S)N(Cc1ccc(C)cc1)Cc1ccco1 | · | 4.8% | 7.9% | -0.6% | 0.5% | i | 4.9% | -7.6%
Cc1cccc(-n2c(=O)c3c(c4cc(C)ccc4n3C)n(CC(=O)Nc3ccccc3C(F)(F)F)c2=O)c1 | · | 1.6% | · | -8.5% | -3.0% | · | · | 3.0%
CCCCCn1c(CN2CCCCC2CC)nc2c1c(=O)n(C)c(=O)n2C (stereo unspecified) | 3.2% | -6.3% | 0.2% | -11.0% | -1.5% | ? | -4.6% | -0.7%
CCCN1CCN(CCNC(=O)Nc2ccccc2OCC)CC1 | · | -4.2% | · | 1.1% | -1.6% | · | · | 7.1%
OC(COc1cccc(OCC(O)CN2CCCC2)c1)CN1CCCC1 (stereo unspecified) | -5.9% | -2.5% | -3.9% | -5.3% | -1.3% | 10.5% | -6.7% | -16.1%
CCS(=O)(=O)N1CCN(c2ccc(S(=O)(=O)N3CCOCC3)cc2)CC1 | · | 7.1% | ? | -8.7% | -1.8% | -2.7% | -0.7% | -0.5%
COc1ccc(OC)c(C(=O)c2coc3ccc(O)c(CN4CCOCC4)c23)c1 | -4.0% | 2.8% | 3.6% | -4.1% | -0.8% | -0.6% | 9.2% | -5.3%
Cc1cccc(Cn2ccc(N)n2)c1 | -25.7% | 1.1% | 3.8% | 4.9% | -0.6% | -0.7% | 4.4% | 2.9%
Cc1ccc2oc3c(c(=O)c2c1)C(c1ccc([N+](=O)[O-])cc1)N(CCCN1CCOCC1)C3=O (stereo unspecified) | · | 4.8% | · | -14.4% | -4.0% | · | · | -4.4%
N#Cc1c(-c2ccccc2F)cc(-c2cccnc2)nc1N | 14.7% | -8.3%[53 µM] | ? | -0.9% | -1.8%[53 µM] | -0.4% | 15.6% | 4.8%
O=S(=O)(NCc1ccccc1)c1ccc2c(c1)OCCO2 | 4.4% | -21.0% | 6.5% | 2.4% | 1.4% | -2.8% | 9.7% | 6.4%
COc1ccc(N(C(=O)c2cccc([N+](=O)[O-])c2)S(=O)(=O)c2cccs2)cc1 | -21.4% | -0.4% | 6.2% | 0.2% | 0.9% | i | 1.7% | ?
CCc1c(C#N)c(SCCC(=O)Nc2ccc(C)cc2)nc2c1C(=O)CC(C)(C)C2 | · | 8.1% | 4.8% | ? | -0.7% | -10.4% | -8.8% | -7.4%
COc1ccc(C(CC(=O)N2CCCCC2)NC(=O)C(F)(F)F)cc1 (stereo unspecified) | 33.2%[activator] | 2.5% | 1.8% | 10.0% | -5.0% | -2.6% | 0.3% | 6.8%
CC(=O)N1c2ccccc2C(=O)C1N1CCN(c2cc(Cl)ccc2C)CC1 (stereo unspecified) | · | 4.3% | · | -3.8% | -0.7% | · | · | -12.2%
Cc1cc(Cl)ccc1OCC(=O)N(Cc1ccc(N(C)C)cc1)CC1CCCO1 (stereo unspecified) | · | 1.3% | · | 2.1% | -2.7% | · | · | ?
CCn1c(=S)[nH]c2cc(Cl)ccc21 | · | 4.0% | -0.5% | 0.6% | -1.7% | 5.6% | -4.7% | ·
C/C(=N\NC(=O)Cn1nc(C)c(Br)c1C)c1cccs1 | -1.4% | -5.2% | 8.0% | 3.8% | -1.4% | -1.9% | 6.7% | -3.2%
O=C(Nc1cccc2ccccc12)C1CCN(C(=O)NCc2ccccc2)CC1 | 5.1% | 5.7% | -27.8% | 6.1% | 1.3% | -3.2% | 14.4% | -3.8%
CCOC(=O)C1=C(O)/C(=C/c2ccc(OCC(=O)O)c(OCC)c2)SC1=Nc1ccc(C)cc1 | -14.3% | -6.5% | -4.5% | 0.7% | -9.7% | i | 29.7% | ?
Cc1cccc(-n2ccnc2SCC(=O)Nc2nccs2)c1 | -9.9% | 1.8% | -3.2% | -6.6% | -5.9% | i | · | -11.3%
CCC1CCCCN1S(=O)(=O)c1ccc(C(=O)Nc2sc3c(c2C(N)=O)CCC3)cc1 (stereo unspecified) | · | -0.3% | · | -7.7% | -1.7% | · | · | ?
CSc1nc2ccc(NS(=O)(=O)c3cccc(Cl)c3Cl)cc2s1 | 28.0% | -8.9%[53 µM] | 6.1% | -10.0% | 1.12µM*[quencher] | -2.7% | 22.9% | 4.6%
C/C(=N\NC(=O)c1ccn[nH]1)c1cn(C)nc1C | 10.3% | -1.4% | 2.2% | 3.0% | -1.6% | -4.3% | 7.0% | 0.4%
C/C(=N\N1CCN(Cc2ccccc2)CC1)c1ccco1 | -2.0% | -6.7% | 24.7% | -0.5% | -1.0% | -12.2% | 6.2% | 3.7%
CCc1nnc(NC(=O)CCC(=O)NCc2ccc(OC)cc2)s1 | 2.2% | -0.3% | -5.2% | 1.8% | -1.4% | i | 3.1% | -7.7%

Rewritten with values under each structure: part of the list above.
Values run as follows: L3MBTL1 block, TRb SRC2 PPI, KDM4E inh, Tau fibril FP, TR SRC2 fluor cs, RECQ1 inh, RGS12 GoLoco inh, Tau ThT inhib
> CCn1c(=S)[nH]c2cc(Cl)ccc21
  ·, 4.0%, -0.5%, 0.6%, -1.7%, 5.6%, -4.7%, ·
> C/C(=N\NC(=O)Cn1nc(C)c(Br)c1C)c1cccs1
  -1.4%, -5.2%, 8.0%, 3.8%, -1.4%, -1.9%, 6.7%, -3.2%
> O=C(Nc1cccc2ccccc12)C1CCN(C(=O)NCc2ccccc2)CC1
  5.1%, 5.7%, -27.8%, 6.1%, 1.3%, -3.2%, 14.4%, -3.8%

Only part of the results is shown (hit frequency here may not be typical).
